M1 antagonist = antagonists of rat M1 muscarinic receptor. CHO-M1 cells, Fluo-4 calcium, ACh EC80 antagonist mode; stronger effect = lower value. B-score at 10 µM. hit rate 3.4% among 64,000;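 active means calcium fluorescence response, raw or row-and-column corrected B-score, differing from the plate sample mean either way at a set confidence level, mostly lower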
TNAP act DEA = activators of human TNAP at intermediate phosphate acceptor; P05186; purified TNAP, CDP-star luminescence, 100 mM DEA, 30 min; stronger effect = higher value; scale: 0 levamisole-inhibited, 1 vehicle-only enzyme; activation factor at 20 µM; 64,000 tested, under 10 active; AID 813;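 active means activation factor of at least 2 at 20 µM, relative to controls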
Fluor 339 460 = intrinsic fluorescence of library compounds, ex339/em460 – biochemical, MLSMR library, data from DPM-DC assay, artefact control, profiling panel; compound autofluorescence, ex339/em460 nm, NADH buffer; stronger effect = higher value; 1 = no-compound wells, NADH background; fluorescence fold increase at 10 µM; hit rate 5.5% among 65,000;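 active means at 10 µM, mean starting fluorescence two-fold or more over control wells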;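 further: signal is the first read of a kinetic run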
NADH coupling = inhibition of NAD/NADH coupling enzymes, library profiling; coupled PK/LDH NADH assays, four targets; IC50, µM (titrated, usually from 10 µM), without a hit: at the top dose inhibition; hit rate 0.02% among 65,000;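 active means single-dose screening hits from any of four coupled enzyme assays that gave an IC50 when retested across doses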;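 further: the DPM-DC format reads NADH fluorescence rather than 340 nm absorbance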
RORA act = RORA (human) activation | CHO-K1 Gal4-RORA LBD luciferase reporter, luminescence; percent increase over mock-subtracted basal signal | P35398 | AID 560 | hit rate 1.5% among 65,000 | activation, % at 10 µM;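 active means activation above the mean of all tested compounds plus 3 SD, cut at about 49% in these data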;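 further: 0% = DMSO-treated RORA cells and 100% = added signal equal to DMSO minus mock-transfected cells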
E coli RNAP = inhibitors of Escherichia coli RNA polymerase; AID 559; E. coli RNA polymerase, fluorescence transcription assay; P0A8V2; hit rate 0.2% among 62,000; inhibition, %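 (tested at 10 µM)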; in the data active means inhibition above about 20%;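 further: 0% = enzyme without compound and 100% = no enzyme blank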
Target sequence (P0A8V2 whole entry, looked up): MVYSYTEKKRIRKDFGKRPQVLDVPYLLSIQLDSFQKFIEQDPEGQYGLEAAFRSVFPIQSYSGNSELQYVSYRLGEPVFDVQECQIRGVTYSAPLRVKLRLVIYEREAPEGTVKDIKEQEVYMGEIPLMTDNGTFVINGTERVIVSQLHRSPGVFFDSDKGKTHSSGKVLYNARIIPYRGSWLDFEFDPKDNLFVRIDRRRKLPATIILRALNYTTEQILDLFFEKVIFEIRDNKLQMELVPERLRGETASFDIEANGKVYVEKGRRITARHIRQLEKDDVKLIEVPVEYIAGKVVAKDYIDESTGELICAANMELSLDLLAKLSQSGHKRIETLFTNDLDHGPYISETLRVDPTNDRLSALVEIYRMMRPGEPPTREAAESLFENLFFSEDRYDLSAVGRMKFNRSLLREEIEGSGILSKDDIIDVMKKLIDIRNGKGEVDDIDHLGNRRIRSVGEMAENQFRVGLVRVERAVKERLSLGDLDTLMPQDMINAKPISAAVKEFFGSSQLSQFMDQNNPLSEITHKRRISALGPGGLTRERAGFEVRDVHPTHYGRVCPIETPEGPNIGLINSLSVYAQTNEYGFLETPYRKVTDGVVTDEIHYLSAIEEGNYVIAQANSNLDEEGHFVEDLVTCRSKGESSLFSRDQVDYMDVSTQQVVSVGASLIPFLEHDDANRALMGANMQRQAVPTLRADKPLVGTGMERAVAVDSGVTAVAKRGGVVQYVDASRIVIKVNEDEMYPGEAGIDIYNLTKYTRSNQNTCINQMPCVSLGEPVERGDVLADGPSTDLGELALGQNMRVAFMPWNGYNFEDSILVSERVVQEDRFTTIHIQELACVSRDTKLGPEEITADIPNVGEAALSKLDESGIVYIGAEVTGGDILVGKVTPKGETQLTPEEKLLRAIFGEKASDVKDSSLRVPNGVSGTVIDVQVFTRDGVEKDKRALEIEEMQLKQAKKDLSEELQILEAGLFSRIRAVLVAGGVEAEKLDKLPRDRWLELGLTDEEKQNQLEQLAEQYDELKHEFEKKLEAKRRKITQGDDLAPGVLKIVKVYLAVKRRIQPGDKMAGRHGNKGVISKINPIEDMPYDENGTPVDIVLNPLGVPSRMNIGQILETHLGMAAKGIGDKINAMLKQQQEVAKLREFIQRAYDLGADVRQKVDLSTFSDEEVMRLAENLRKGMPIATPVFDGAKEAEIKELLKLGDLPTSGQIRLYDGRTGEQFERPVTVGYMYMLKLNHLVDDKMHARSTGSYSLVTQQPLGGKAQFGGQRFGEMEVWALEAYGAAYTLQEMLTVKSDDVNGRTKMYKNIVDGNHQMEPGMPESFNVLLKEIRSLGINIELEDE
tolC growth inh = growth inhibitors of E. coli BW25113 tolC mutant | hit rate 2.2% among 65,000 | growth inhibition, % at 10 µM (by protocol) | OD615;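 active means growth inhibition at or above a cutoff equal to the mean over every tested compound plus 3 SD, cut at about 60% in these data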;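 further: growth measured after 20 h incubation at 37 °C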
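Test system: tolC-deleted E. coli BW25113; medium: LB with kanamycin 50 µg/mL; compound: single-point testing at 10 µM; incubation: 20 h compound exposure of bacteria at 37 °C; signal: OD at 615 nm; evaluation: growth inhibition in percent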
SF1 activator = SF-1 (human) activation; Q13285; CHO-K1 Gal4-SF-1 LBD luciferase reporter; % increase over DMSO SF-1-specific signal; activation, % at 10 µM; hit rate 1.9% among 65,000; AID 522;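 active means activation above the mean activation of all tested compounds plus 3 SD, cut at about 50% in these data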
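Assay system: CHO-K1 cells co-transfected with Gal4 DBD–human SF-1 LBD, 5xGal4 luciferase reporter / Input: 4,000 cells per well / Incubation: 20 h compound exposure at 37 °C after 1 h cell settling / Detection: SteadyLite luciferase luminescence / Control set: DMSO negative control and −SF1 background wells / Replication: one test per compound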
M1 agonist = agonists of M1 muscarinic receptor | CHO-M1 cells, Fluo-4 calcium fluorescence, agonist mode; stronger effect = higher value | B-score at 10 µM | hit rate 3% among 64,000 | AID 626;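 active means fluorescence rise, raw or as B-score row- and column-corrected plate score, outside the 99.7% band of its plate's samples, either direction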
The depositor's hits bear a star; x = no result given.

SMILES	M1 antagonist	TNAP act DEA	Fluor 339 460	NADH coupling	RORA act	E coli RNAP	tolC growth inh	SF1 activator	M1 agonist
Cc1ccc2c(C(=O)CN3CCN(C4CCCCC4)CC3)c(C)[nH]c2c1	x	0.9	1.1	3%	-1	4	-7	1	x
NC(=O)CCn1c(=O)oc2ccccc21	0.0073	0.9	1.1	7%	-9	-2	-8	15	-0.84
Cc1ccc(CNC(=O)Cn2c(=O)oc3ccccc32)o1	-0.29	0.9	1.1	7%	10	2	1	-10	-0.15
CC(C)C(=O)Nc1cccc(-c2cn3ccsc3n2)c1	-0.5	0.9	1.1	3%	24	-1	-5	28	0.69
CN(C)CCCNC(=O)CCC1CCCCC1	0.016	0.9	1	3%	7	11	-10	4	-0.28
COc1ccc(CC(=O)NC2CCN(CC(=O)Nc3ccc4c(c3)OCCO4)CC2)cc1OC	0.25	0.8	0.98	13%	8	5	-15	0	-0.058
COc1ccc(Nc2nc(C(=O)NCCCN3CCOCC3)cs2)cc1	-0.19	0.9	1.1	7%	-20	8	-8	10	0.35
COc1ccccc1N1C(=O)C2ON(c3ccccc3)C(c3ccc(N(C)C)cc3)C2C1=O (stereo not drawn)	0.26	0.9	1.2	5%	6	5	3	11	0.83
CCOC(=O)N1CCN(Cc2nc3c(c(=O)[nH]c(=O)n3C)n2Cc2ccccc2C)CC1	-0.044	0.9	1.2	2%	9	5	-10	21	0.54
CC1=C(C(=O)OCCOc2ccccc2)C(c2ccc(C)o2)C2=C(CC(C)(C)CC2=O)N1 (stereo not drawn)	-0.99	0.9	1.2	6%	22	5	31	4	-0.74
COc1ccccc1C1(CC(=O)O)CCOC(C(C)C)C1 (stereo not drawn)	-0.26	0.9	1.1	2%	5	11	2	16	-0.34
O=C(Nc1ccc(N2CCOCC2)cc1N1CCOCC1)c1ccco1	-0.27	0.9	1.1	8%	6	3	-6	5	-0.26
CCN1CCN(S(=O)(=O)c2cc(OCC(=O)NC3CCCCC3)c(C)cc2Cl)CC1	-0.37	0.9	1.1	7%	-13	3	10	-15	-0.021
C=CCn1c(=S)[nH]c2ccc(Br)cc2c1=O	-1.2	0.9	1.1	2%	-4	8	7	-9	-0.16
Cn1c(=O)c2c(nc(N3CCc4ccccc4C3)n2Cc2ccc(Br)cc2)n(C)c1=O	1.7	1	1	2%	-5	4	21	-19	0.41
O=C(OCn1nnc2ccccc2c1=O)c1ccc(Br)o1	0.68	x	1	1%	6	x	9	4	-0.018
CCOc1cc(C(=O)NCCOC)ccc1OC	-0.15	0.9	1.1	4%	-25	5	-11	2	0.05
O=c1c2ccccc2nnn1CSc1nnc(-c2ccc3c(c2)OCO3)o1	0.6	0.9	1.1	5%	8	-1	-14	19	0.022
O=C1C(Cl)=C(N2CCOCC2)C(=O)N1c1ccccc1Cl	0.93	0.9	1	9%	-11	8	-8	16	-0.058
CCOC(=O)c1ccc2c(c1)NC(=O)C(N1CCN(c3ccc(OC)cc3)CC1)S2 (stereo not drawn)	0.15	0.9	1	3%	45	2	4	48	-0.34
Cc1nn(CC(=O)Nc2ccc3c(c2)oc2ccccc23)c(=O)c2ccccc12	-0.69	0.8	1.1	1%	-3	-6	-10	1	-0.00074
Cn1c(=O)[nH]c(=O)c2c1nc(N1CCN(CCO)CC1)n2CCSc1nc2ccccc2s1	-0.51	1.1	1	4%	10	8	-13	15	-0.081
Cn1nnnc1SCCNC/C=C/c1ccccc1	-0.14	0.9	1.1	3%	-6	2	3	-13	-0.52
[O-]/[N+](=C/c1ccc(F)cc1)c1ccccc1	0.088	0.9	0.9	9%	28	8	-16	2	-0.99
O=C(CSc1nnnn1-c1ccccc1Cl)Nc1ccc2c(c1)OCCO2	0.62	0.8	1	2%	-3	20	26	-4	0.024
CCOc1ccc(N(CC(=O)NC2CCCC2)C(=O)CCC(=O)Nc2ccccn2)cc1	-0.5	0.9	1.1	5%	-8	0	-22	1	0.59
c1ccc(OCCSc2nnnn2-c2ccccc2)cc1	-0.37	0.9	1.1	5%	35	7	49	63*	-0.44
Cc1ccc(-c2noc(CCC(=O)NCCCN3CCN(c4ccc(F)cc4)CC3)n2)cc1	-2.6*	0.9	1.1	5%	-4	2	-18	-19	5.3*
CCOC(=O)CNC(=O)Cn1c(C)cc2ccccc2c1=O	-0.027	0.9	1.6	11%	1	0	-19	-3	-0.53
C/C(N)=C(/C#N)C(=O)COC(=O)COc1ccc(Cl)cc1	-0.5	1.2	1.1	4%	2	10	-8	0	-0.32
CCN(C(=O)Cn1c(=O)n2nc(CCn3nc(C)cc3C)nc2c2ccccc21)c1cccc(C)c1	-0.82	0.9	1.1	2%	-18	-1	8	-9	0.011
C=CCn1c(COc2ccc(CC)cc2)nnc1SC/C(O)=C(\C#N)c1nc2ccccc2[nH]1	1	0.9	1.3	11%	12	-9	5	15	-1.2
O=C(c1ccc(Cl)cc1)N(Cc1cccs1)C1CCS(=O)(=O)C1 (stereo not drawn)	-1.5	0.9	1	2%	4	-12	-2	-2	1.1
Cc1ccc(-c2nn[nH]n2)cc1	0.053	0.8	1	3%	-14	2	-15	6	-0.015
O=C(CN(Cc1ccco1)C(=O)CNS(=O)(=O)c1ccc(Cl)cc1)NC1CCCCC1	0.29	1	1	9%	-8	6	-17	6	0.28
Cc1noc(C)c1CSc1nnc2scc(-c3ccccc3)n12	0.64	1	1.1	6%	-5	0	-7	0	-0.21

Part of the list above in order of heavy-atom count, highest first:
SMILES	M1 antagonist	TNAP act DEA	Fluor 339 460	NADH coupling	RORA act	E coli RNAP	tolC growth inh	SF1 activator	M1 agonist
Cc1noc(C)c1CSc1nnc2scc(-c3ccccc3)n12	0.64	1	1.1	6%	-5	0	-7	0	-0.21
CCOC(=O)CNC(=O)Cn1c(C)cc2ccccc2c1=O	-0.027	0.9	1.6	11%	1	0	-19	-3	-0.53
c1ccc(OCCSc2nnnn2-c2ccccc2)cc1	-0.37	0.9	1.1	5%	35	7	49	63*	-0.44

The results go on.
SMILES	M1 antagonist	TNAP act DEA	Fluor 339 460	NADH coupling	RORA act	E coli RNAP	tolC growth inh	SF1 activator	M1 agonist
O=C(NCc1ccccc1F)C1CCCN1C(=O)NCc1ccccc1 (stereo not drawn)	0.41	0.9	1	7%	-5	8	-14	-2	-0.14
CCOc1ccc(N2CC(C(=O)NCCc3ccc(OC)c(OC)c3)CC2=O)cc1 (stereo not drawn)	0.078	0.9	1	3%	4	10	-19	-12	0.3
N#C/C(=C(/O)CN1CCOCC1)c1nc2ccccc2s1	-0.82	0.9	1	7%	-1	4	-19	-6	-0.32
COc1cc(NC(=O)Nc2cccc(Cl)c2)c(OC)cc1NC(=O)CN1CCCCC1	-0.067	0.8	1	2%	8	7	30	4	0.21
CS(=O)(=O)N1CCc2cc(C(=O)N3CCOCC3)ccc21	0.77	0.9	1	3%	-7	6	-1	11	0.65
COc1cccc(C(=O)Nc2nc(-c3ccc(S(=O)(=O)N4CCOCC4)cc3)cs2)c1	0	0.9	1.3	1%	-1	1	29	27	2.4
N#Cc1c(N)oc(-c2ccccc2)c1-c1ccccc1	1.3	1	1.3	4%	9	1	8	5	-0.76
Cc1nnc(SCc2ccccc2F)n1NCc1cccs1	-0.66	0.9	1	4%	25	14	7	4	-0.33
O=C(NCCO)C1(c2ccccc2)CCCC1	0.31	0.9	1.1	2%	-3	-11	4	2	0.32
CC1=NC(C(F)(F)F)(C(F)(F)F)C2=C(CC(C)(C)CC2=O)N1Cc1ccco1	0.016	0.9	1.1	2%	-8	9	2	14	-0.053
O=C(CSc1nnc(Cc2cc(=O)[nH]c(=O)[nH]2)n1-c1ccccc1)N1CCCc2ccccc21	1.2	1	1.1	10%	12	16	1	16	0.13
CC1CN(S(=O)(=O)c2ccc(NC(=O)c3cc(-c4ccccc4O)n[nH]3)cc2)CC(C)O1 (stereo not drawn)	0.28	0.9	1.1	3%	-8	8	-2	-10	-1.5
COc1ccc(-c2nn3cnnc3s2)cc1OC	0.48	0.9	1.4	5%	-8	6	6	1	-0.23
COCCOC(=O)c1c(C)oc2ccc(OCC=C(C)C)cc12	-0.38	0.9	1.1	3%	-4	3	40	-14	-0.35
COCCCNC(=O)CCc1nc(-c2ccccc2Cl)no1	0.0074	1	1.1	3%	14	4	-13	-6	0.072
CCOc1cc(-c2c(C#N)c(N)nc3c2CCCC3)ccc1O	-0.018	0.9	1.2	1%	13	5	19	2	-0.22
CCCC(=O)Nc1ccccc1NC(=O)C1CCCCC1	-0.46	0.9	1.1	7%	-14	2	-6	-13	-0.85
C[N+]12CCC(CC1)C(OC(=O)C(O)(c1ccccc1)c1ccccc1)C2 (stereo not drawn)	-16*	0.9	1.1	2%	-17	6	14	15	-1.5
COc1ccc(S(=O)(=O)N(CCCN2CCCC2=O)Cc2cc3c(C)cc(C)cc3[nH]c2=O)cc1	-0.065	1	2	9%	17	-6	10	-9	5.1*
Cc1nn(C(=O)CCCC(=O)n2nc(C)c(Cl)c2C)c(C)c1Cl	0.99	0.9	1.1	6%	-6	3	-3	-7	-0.23
Cc1ccc(-c2nnc(N3CCN(c4ccccn4)CC3)c3ccccc23)cc1	-3.5*	0.9	1.1	4%	-6	8	100*	-4	2*
O=C(c1ccco1)N1CCN(C(=O)C(Cc2ccccc2)NS(=O)(=O)c2cccs2)CC1 (stereo not drawn)	-0.85	0.9	1.1	5%	7	0	-4	13	0.31
Clc1ccc(Br)cc1-c1nc(-c2cccnc2)no1	0.099	0.9	1.1	9%	13	2	-3	5	-1
CC(=O)NC(Cc1ccc(C(C)C)cc1)C(=O)NC1CCN(c2nc(C)cc(C)n2)CC1 (stereo not drawn)	0.93	0.8	1.1	7%	-14	7	x	6	-0.84

Reprinted at random: 2 records from the list, in no set order.
SMILES	M1 antagonist	TNAP act DEA	Fluor 339 460	NADH coupling	RORA act	E coli RNAP	tolC growth inh	SF1 activator	M1 agonist
Clc1ccc(Br)cc1-c1nc(-c2cccnc2)no1	0.099	0.9	1.1	9%	13	2	-3	5	-1
COCCOC(=O)c1c(C)oc2ccc(OCC=C(C)C)cc12	-0.38	0.9	1.1	3%	-4	3	40	-14	-0.35

(continued)
SMILES	M1 antagonist	TNAP act DEA	Fluor 339 460	NADH coupling	RORA act	E coli RNAP	tolC growth inh	SF1 activator	M1 agonist
CCOCCc1c(O)nc(SCC(=O)NCc2ccco2)[nH]c1=O	0.55	0.9	1.1	1%	-15	-5	-1	-2	-0.41
COc1ccc(C(=O)CSc2nnc(-c3ccco3)n2CC2CCCO2)cc1 (stereo not drawn)	-0.56	1	1.1	7%	1	-1	10	-16	-0.64
CC(C)(C)c1ccc(S(=O)(=O)NCC(=O)N2CCN(C(=O)c3ccco3)CC2)cc1	-0.23	0.9	1.1	10%	-1	2	7	4	0.39
O=C(c1ccc(N2CN(C(=O)c3ccco3)c3nc4ccccc4nc32)cc1)N1CCOCC1	-0.15	1	1.2	9%	16	1	-8	11	1.8
CCOC(=O)N1CCC(NC(=O)c2ccc(CS(=O)(=O)c3c(Cl)cccc3Cl)o2)CC1	-0.041	0.9	1	2%	-17	-5	0	-6	-0.48
CC1CCc2c(sc3ncnc(NCCN4CCOCC4)c23)C1 (stereo not drawn)	0.067	0.9	1.1	5%	13	4	6	5	-0.84
CC(=O)OC(C(=O)NCCc1ccccc1)c1cccnc1 (stereo not drawn)	-0.0073	1	1.1	4%	-3	-2	-10	-4	-0.042
COc1ccc(NC(=O)N2CCC(O)(c3cccnc3)CC2)c(OC)c1	0.069	0.9	1	2%	-6	2	-21	-4	-0.82
CCOC(=O)Cn1nnnc1C(CC)N(Cc1cc2ccc(C)cc2[nH]c1=O)C1CCCC1 (stereo not drawn)	-0.53	0.9	1.2	5%	-11	0	21	2	-0.62
